ATXN2 expr inh: inhibitors of ATXN2 expression. Potency, µM (titrated, usually from 57 µM), without a hit: top-dose activity change, negative = inhibition, hits mostly inhibitors. AID 1745845. 360,000 compounds, 0.72% hits. HEK-293 ATXN2-luciferase reporter, luminescence, 24 h; note: potency is the fitted concentration of half-maximal effect; % is set by controls: 0 for no effect and ±100 for the full control effect; nearly all actives have a fitted effect of over 55% in size
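ATXN2-luciferase reporter cells (luciferase flanked by upstream and downstream ATXN2 gene portions) were treated 24 h at 37 °C with compounds at up to 57 uM. SteadyGlo luminescence gave expression; GF-AFC fluorescence gave viability.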
MCF10A rereplic: induces DNA re-replication in MCF 10a normal breast cells; 350,000 compounds, 2.9% hits; Potency, µM (top dose mostly 46.1 µM), for the others: at the top dose activity, positive = re-replication, actives largely listed as activators; MCF 10A DNA re-replication, Hoechst nuclear intensity, 48 h; AID 624296; note: potency is the fitted concentration of half-maximal effect; % of control where 0% means no effect; nearly all actives have a fitted effect of over 50% in size
HT1080 IDH1KD tx: kills HT-1080 cells with IDH1 knockdown | Potency, µM (highest dose often 46.1 µM), without a hit: at the top dose activity, negative = toxicity, actives largely listed as cytotoxic | HT-1080 IDH1 knockdown viability, ATP luminescence, 48 h | AID 686971 | 360,000 compounds, 2% hits;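 note: potency is the fitted concentration of half-maximal effect; 0% = DMSO wells and -100% = cell-free medium wells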
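After a 2 h attachment period, IDH1KD HT-1080 cells took pin-transferred compound for 48 h at 37 °C; ATP-based luminescence after 10 min room-temperature reagent incubation reported viability.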
KB-V1 MDR tox: kills drug-selected multidrug resistant KB-V1 cells; KB-V1 MDR cells viability, CellTiter-Glo, 72 h; Potency, µM (titrated, usually from 46.1 µM), for inactives: at the highest dose activity change, negative = cytotoxicity, most hits filed as cytotoxic; 400,000 compounds, 3.4% hits; note: potency is the fitted concentration of half-maximal effect; % is set by controls: 0 for no effect and ±100 for the full control effect; nearly all actives have a fitted effect of over 60% in size
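Following 72 h at 37 degrees C with compound, KB-V1 cell viability was read by CellTiter-Glo luminescence, medium being phenol-red-free DMEM plus 10% FBS; concentration-response parameters came from normalized, curve-fitted qHTS data.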
WRN inhibitor: inhibitors of human WRN helicase; Q14191; WRN helicase unwinding, fluorescent forked duplex, kinetic; Potency, µM (titrated, usually from 114 µM), without a hit: at the highest dose activity change, negative = inhibition, actives largely listed as inhibitors; 360,000 compounds, 0.46% hits; AID 651768; note: potency is the fitted concentration of half-maximal effect; % is set by controls: 0 for no effect and ±100 for the full control effect; nearly all actives have a fitted effect of over 55% in size
Target sequence (Q14191 whole entry, looked up): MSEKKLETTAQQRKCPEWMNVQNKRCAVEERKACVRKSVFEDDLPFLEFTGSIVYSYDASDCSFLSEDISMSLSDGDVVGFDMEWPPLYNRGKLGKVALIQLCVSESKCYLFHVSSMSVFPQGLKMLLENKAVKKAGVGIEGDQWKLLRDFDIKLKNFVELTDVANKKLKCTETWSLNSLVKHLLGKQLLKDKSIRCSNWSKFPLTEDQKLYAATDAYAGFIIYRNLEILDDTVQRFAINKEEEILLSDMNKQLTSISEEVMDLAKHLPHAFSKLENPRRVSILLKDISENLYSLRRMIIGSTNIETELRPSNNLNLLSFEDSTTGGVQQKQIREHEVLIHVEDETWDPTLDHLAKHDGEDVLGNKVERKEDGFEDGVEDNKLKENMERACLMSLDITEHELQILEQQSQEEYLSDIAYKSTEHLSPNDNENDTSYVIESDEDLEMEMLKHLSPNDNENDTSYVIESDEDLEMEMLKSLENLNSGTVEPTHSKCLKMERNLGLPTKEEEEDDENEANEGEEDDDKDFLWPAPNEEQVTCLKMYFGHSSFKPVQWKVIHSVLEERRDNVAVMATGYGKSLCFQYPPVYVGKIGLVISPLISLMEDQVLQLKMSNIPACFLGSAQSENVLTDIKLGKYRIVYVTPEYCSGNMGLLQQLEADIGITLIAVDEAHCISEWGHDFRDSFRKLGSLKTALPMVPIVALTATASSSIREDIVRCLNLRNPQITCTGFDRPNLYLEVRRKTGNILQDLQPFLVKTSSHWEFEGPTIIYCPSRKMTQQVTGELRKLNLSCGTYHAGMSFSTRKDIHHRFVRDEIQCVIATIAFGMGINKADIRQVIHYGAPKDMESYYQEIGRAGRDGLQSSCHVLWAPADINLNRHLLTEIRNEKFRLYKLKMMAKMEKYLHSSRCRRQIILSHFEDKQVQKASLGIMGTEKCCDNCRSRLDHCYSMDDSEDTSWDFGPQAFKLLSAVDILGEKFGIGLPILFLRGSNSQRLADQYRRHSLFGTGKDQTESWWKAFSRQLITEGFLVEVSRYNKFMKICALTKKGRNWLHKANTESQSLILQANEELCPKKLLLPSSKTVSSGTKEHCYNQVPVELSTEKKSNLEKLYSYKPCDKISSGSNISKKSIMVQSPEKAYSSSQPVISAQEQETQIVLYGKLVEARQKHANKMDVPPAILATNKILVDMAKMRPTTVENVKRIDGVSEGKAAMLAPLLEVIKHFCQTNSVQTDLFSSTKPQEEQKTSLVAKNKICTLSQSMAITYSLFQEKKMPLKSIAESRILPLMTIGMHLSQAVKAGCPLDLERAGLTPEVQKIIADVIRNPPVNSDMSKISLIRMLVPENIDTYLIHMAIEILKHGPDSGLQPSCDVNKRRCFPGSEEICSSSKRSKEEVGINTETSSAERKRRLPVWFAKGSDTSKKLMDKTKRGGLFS
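WRN at 20 nM final preincubated with compound 15 min at room temperature; reaction started with 100 nM fluorophore/quencher forked duplex oligonucleotide and 2 mM ATP final. Unwinding followed kinetically by red fluorescence (ex 525, em 598 nm).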
IL1B secr inh: inflammasome signaling inhibition, IL-1 beta readout; 360,000 compounds, 4.7% hits; THP-1 LPS/ATP IL-1B secretion, AlphaLISA, 16 h; hits give low values; activity change, % at 57.5 µM; AID 743279; in the data active = activity change below about -50%; inconclusive = mostly about -30% to -49%; note: % is set by controls: 0 for no effect and ±100 for the full control effect
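Secreted IL-1B measured by AlphaLISA bead assay after 16 h compound exposure of THP-1 cells; compounds (final up to 57.5 uM) added 1 h before LPS (250 ng/mL) and ATP (1.25 mM) stimulation; lower signal means less secretion.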
SW480 rerep: induces DNA re-replication in SW480 colon adenocarcinoma cells; Potency, µM (doses to about 46.1 µM), without a hit: at the top dose re-replication activation, hits mostly activators; AID 624297; 340,000 compounds, 1.8% hits; SW480 DNA re-replication, Hoechst DNA content imaging, 48 h; note: potency is the fitted concentration of half-maximal effect; % of control where 0% means no effect; nearly all actives have a fitted effect of over 55% in size
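Image-based read-out: total Hoechst fluorescence of nuclei (405 nm excitation, 500-530 nm emission), with hits raising the fraction of high-intensity nuclei. SW480 colon cells incubated 48 hr with compounds at 37 C.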
HT1080-NT tox: kills 2HG-producing HT-1080-NT fibrosarcoma cells | HT-1080-NT fibrosarcoma viability, CellTiter-Glo ATP luminescence, 48 h | 360,000 compounds, 1.6% hits | AID 686970 | Potency, µM (titrated, usually from 46.1 µM), inactives show at the top dose activity, negative = less viability, hits mostly cytotoxic;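 note: NT is the 2HG producing partner of a matched IDH1 knockdown line; potency is the fitted concentration of half-maximal effect; 0% = DMSO-treated cells and -100% = media-only wells without cells; nearly all actives have a fitted effect of over 55% in size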
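Luminescent CellTiter-Glo readout after 48 hours of compound exposure at 37 degrees C defined viability of HT-1080-NT cells. Activity was normalized to DMSO wells and cell-free media wells; concentration-response curves were fitted and assigned curve classes.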
KB-3-1 tox: kills parental KB-3-1 adenocarcinoma cells; 400,000 compounds, 1.4% hits; AID 1347075; Potency, µM (doses to about 46.1 µM), for inactives: at the highest dose activity change, negative = cytotoxic, actives largely listed as cytotoxic; KB-3-1 viability, CellTiter-Glo ATP luminescence, 72 h; note: potency is the fitted concentration of half-maximal effect; % is set by controls: 0 for no effect and ±100 for the full control effect; nearly all actives have a fitted effect of over 60% in size
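Using CellTiter-Glo luminescence, growth of non-resistant KB-3-1 adenocarcinoma cells is assessed 72 h after pin-tool compound addition at 37 °C. Normalized responses across the concentration series yield fitted curves.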
* hit, by the source's call; ? = inconclusive; / = no result given; & = joins results of further samples; [ ] = another dose, or the depositor's remark. Unless noted, calls come from the whole dose curve; as a rule, active = well fitted curve in the direction sought with a large enough effect; inconclusive = small, poorly fitted or top-dose-only effect, or another doubt; inactive = no such curve, though single readings can be large; an effect the other way counts as inactive or inconclusive.

Value order: KB-3-1 tox	MCF10A rereplic	HT1080-NT tox	ATXN2 expr inh	SW480 rerep	KB-V1 MDR tox	IL1B secr inh	WRN inhibitor	HT1080 IDH1KD tx
> CC(C)CCNC(=S)Nc1ccccn1
  -3%	0%	5%	13%	-6%	4%	7	-12%[57.1 µM]	1%
> COCCCn1c(=O)c2sccc2n2c(CCCC(=O)N3CCN(c4ccccn4)CC3)nnc12
  4%	1%	8%	1%	-8%	?	-2	-5%	14%
> COc1cc(C(=O)O)c([N+](=O)[O-])c(OC)c1OC
  6%	2%	0%	-16%	-9%	0%	-3	3%	5%
> Cc1sc2nc(CSCC(=O)NC3(C#N)CCCCC3)[nH]c(=O)c2c1C
  -4%	6%	-1%	-24%	5%	-2%	-4	3%	-4%
> Oc1c(Br)cc(Br)cc1C=Nc1cccc2ncccc12
  -6%	?	-1%	/	?	?	113	-12%	-25%
> CCOC(=O)c1nnn(CC(=O)NC(=O)Nc2ccc(F)cc2)c1C(=O)OCC
  0%&19%	-1%	-3%	3%	?	?	-5	-5%	-2%
> CC(=O)c1ccc(NC(=O)c2ccc([N+](=O)[O-])o2)cc1
  ?	4.6µM*	?	/	20%	?	-98*	7%	18µM*
> O=C(O)CCC1(c2ccccc2)NC(=O)NC1=O (configuration not stated)
  17%	-5%	28%	1%	-43%[inhibitor]	-1%	-10	0%	14%
> COC(=O)c1ccc2[nH]c(C(C)(C)O)c(C)c2c1
  0%	?	6%	26%	-12%	4%	25	1%	11%
> COc1ccccc1N1CCN(C(=O)c2ccc3ncsc3c2)CC1
  5.2µM*	21µM*	12µM*	6%	16µM*	12µM*	17	-6%	8.2µM*
> O=C(OCc1ccc(Br)cc1)c1ccncc1
  -1%	7%	-1%	/	?	-22%	5	-7%	9%
> COc1c(C=NNC(N)=O)c(OC)c(OC)c2c1CCO2
  3%	-22%	5%	-14%	0%	4%	10	3%	2%
> Oc1ccc(CN2CCN(Cc3ccccc3)CC2)c2cccnc12
  ?	13%	?	-16%	?	-11%	98	-6%	-17%
> CCOC(=O)C1CCN(C(=O)COc2cc(C)c(Br)cc2C)CC1
  -3%	6%	-11%	-6%	16%	-14%	-4	3%	-14%
> CC(C)C12NC(=O)NC(=O)N1CCS2 (configuration not stated)
  -6%	19%	-3%	-20%	2%	7%	0	-10%	-8%
> Cc1cc(C)c(NC(=O)CN2CCOCCOCCOCCOCC2)c(C)c1
  -2%	-2%	-1%	-2%	-6%	?	-2	-12%	-2%
> Cc1cc(N2CCN(C(=O)OC(C)(C)C)CC2)n2ncnc2n1
  -5%	14%	5%	-11%	-7%	-1%	24	-6%	-2%
> O=C(N/N=C/c1ccc(O)cc1O)NC12CC3CC(CC(C3)C1)C2
  10%	?	?	-22%	?	-26%	3	-3%	?
> COc1ccc(NS(=O)(=O)c2cccc(NC(=O)CNC(C)=O)c2)cc1
  -11%	-12%	17%	6%	1%	2%	6	-5%	1%
> COc1ccc2nc(NC3=NCCC3)sc2c1
  -2%	?	17%	19%	-2%[9.22 µM]	0%	-17	3%	-1%
> Cc1cnc(C(=O)OCC(=O)NC2CCCC(C)C2C)cn1 (configuration not stated)
  15%	16%	29%	2%	-1%	0%	11	0%	21%
> CN(C)NC(=S)Nc1cccc(Cl)c1
  -11%	1%	-1%	8%	-7%	9%	-3	6%	16%
> COc1ccc(CCC(C)NCC(C)c2ccccc2)cc1 (configuration not stated)
  -8%	6%	-19%	-1%	2%	?	-15	-18%	-25%
> Cc1cc(NCc2ccccn2)nc2ccccc12
  -5%	22%	4%	15%	4%	?	13	5%	0%
> C[C@H](O)CNC(=O)c1[nH]cnc1C(=O)N[C@@H](C)c1ccccc1
  21%	/	2%	1%	/	16%	14	2%	16%
> CC(=O)Nc1cccc(NC(=O)CCn2c(=O)sc3ccccc32)c1
  18%	-2%	10%	1%	-10%	7%	14	-4%	13%
> C[C@H]1CN([C@@H](C)CO)C(=O)CCCn2nncc2CO[C@@H]1CN(C)Cc1ccccc1C(F)(F)F
  -1%	/	-5%	-17%	/	6%	-11	6%	0%
> Cc1c(NS(=O)(=O)c2ccc3c(c2)n(C)c(=O)n3C)c(=O)n(-c2ccccc2)n1C
  -4%	-2%	24%	2%	-1%	23%	-17	1%	16%
> Cc1cc(OC(=O)c2ccc(Cl)cc2Cl)c([N+](=O)[O-])c(=O)[nH]1
  10%	0%	9%	-2%	-3%	-6%	33	1%	8%
> O=C(O)c1ccccc1C(=O)NCc1ccc2c(c1)OCO2
  0%	18%	-3%	/	2%	-12%	19	-1%	-4%
> COc1cc(NC(=O)CSc2ccccc2)c(C(=O)O)cc1OC
  0%	0%	0%	-3%	/	4%	3	-20%	2%
> COc1cc(OC)cc(-c2cc3nc(C4CCN(C(=O)OC(C)(C)C)CC4)cc(=O)n3[nH]2)c1
  -1%	?	?	-12%	-5%	-4%	-24	-17%	-29%
> COc1cccc(CCC(=O)Nc2cccc(S(=O)(=O)N3CCCC3)c2)c1OC
  -8%	3%	-1%	-19%	15%	-4%	-7	-9%	-3%
> CCOC(CCNC(=O)c1cc(-c2cccs2)nc2ccccc12)OCC
  -4%	3%	-3%	-19%	-3%	-3%	0	4%	-5%
> COc1ccc(C(=O)NCCNC(=O)c2cc(OCC(F)(F)F)ccc2OCC(F)(F)F)cc1
  -1%	-10%	-9%	-1%	4%	6%	0	-4%	?
> COc1ccc(/C=C(\C#N)C(=O)c2cccn2C)cc1
  7%	1%	20%	/	-6%	-2%	16	-3%	14%
> Cn1ncc([N+](=O)[O-])c1C(=O)Nc1ccccc1Cl
  12%	1%	11%	-12%	1%	?	-17	2%	5%
> COc1ccc(-c2csc(N3N=C(C)C(C)C3=O)n2)cc1 (configuration not stated)
  9%	4%	-11%	-7%	1%	?	-9	-3%	-16%
> CCCCCCC(NC(=O)c1ccc(C)cc1)C(=O)O (configuration not stated)
  0%	-39%[inhibitor]	3%	-3%	4%	0%	0	-6%	2%
> Cc1ccc(NC(=O)C2(C)CCN2C(=O)CC(c2ccccc2)c2ccccc2)cc1 (configuration not stated)
  -7%	/	-29%	-29%	/	?	-15	0%[57.1 µM]	-22%
> CC(=O)OC1(C)C=Cc2ccccc2C1=NS(=O)(=O)c1ccccc1 (configuration not stated)
  2%	/	-3%	/	/	-6%	34	7%	-10%
> O=C(O)c1ccc(NS(=O)(=O)c2cc(C(=O)O)ccc2Br)cc1
  2%	1%	9%	-21%	-6%	25%	-3	-4%	6%
> O=C(COC(=O)c1ccc(Cl)nc1)NC1CCCc2ccccc21 (configuration not stated)
  6%	0%	4%	2%	-6%	?	17	-3%	3%
> O=c1[nH]cnc2scc(-c3ccc(-c4ccccc4)cc3)c12
  0%	14%	-1%	14%	-4%	1%	-68*	-7%	6%
> CN(C)Cc1c(OC(=O)c2ccc(N)cc2)ccc2ccccc12
  -1%	10%	-13%	28%	-7%	-4%	-4	5%	-21%
> O=C(CN1C(=O)NC2(CCCCCCC2)C1=O)NCc1ccccc1Cl
  -7%	7%	-12%	/	-5%	-3%	0	0%	-13%
> Cn1cc(C(=O)N2CCCCC2)c(=O)c2cc(S(=O)(=O)N3CCCC3)ccc21
  11%	2%	0%	9%	16%	24%	5	3%	6%
> COc1ccc(C(=O)c2sc(Nc3ccccc3)nc2C)cc1
  0%	?	-18%	8%	-1%	-6%	-70*	0%	?
> COc1ccc(OC)c(NC(=O)NCCc2c[nH]c3ccccc23)c1
  0%	18%	4%	0%	-2%	0%	-17	4%[57.1 µM]	-1%
> O=C(CCC1COc2ccccc2O1)NCc1ccccc1 (configuration not stated)
  6%	2%	-1%	5%	-13%	-4%	25	3%	2%
> FC(F)(F)c1cc(-c2ccccc2)nc2ncnn12
  19%	-28%	3%	-2%	-1%	7%	-4	/	0%
> Cc1cc(F)ccc1NC(=O)c1cnccn1
  1%	-2%	3%	1%	-1%	-2%	-8	6%	3%
> CCN(CC)CCNC(=O)c1ccc(NC(=O)c2ccc(COc3ccccc3)cc2)cc1
  ?	?	-10%	-24%	?	0%	-20	22%	?
> COc1ccc(N2CCN(Cc3nc4sc(C)c(C)c4c(=O)[nH]3)CC2)cc1
  0%	3%	5%	15%	-1%	-6%	14	2%	11%
> COc1ccc(/C=N/Nc2cc(C)nc(N3CCOCC3)n2)c(OC)c1
  -6%	?	25%	5%	?	-4%	-7	10%	2%
> Cc1ccc(-n2nc3c(=O)n(CC(=O)NCc4ccccc4Cl)nc(C)c3c2C)cc1
  -9%	-1%	12%	0%	-1%	0%	18	3%	8%
> O=C(Nc1ccc2ccccc2n1)Nc1ccccc1F
  25%	-3%	17%	22%	11%	0%	52	-5%[57.1 µM]	25%
> CN1CCN(C(=O)c2ccccc2NC(=O)c2ccccc2Br)CC1
  /	-3%	8%	3%	-4%	/	16	-6%	9%
> CCOC(=O)Cn1cnc2c(nnn2-c2ccc(C)cc2)c1=O
  7%	2%	14%	9%	-3%	-15%	-8	-4%	-3%
> Cc1ccccc1NC(=S)NC(=O)COc1ccccc1C
  23%	8%	18%	9%	1%	7%	2	2%	16%
> Cc1ccc2nc(-c3sc4nc(C)ccc4c3N)[nH]c2c1
  -6%	16µM*	0%	118%[activator]	?	0%	12	-19%	-5%
> CCn1nc(C(=O)OCC(=O)Nc2ncc(Cl)c(C)c2Cl)c2ccccc2c1=O
  14%	-10%	-3%	-3%	-12%	-4%	14	?	2%
> Cc1cc(Cl)c(OCCCn2ccnc2)c(Br)c1
  1%	12%	-14%	-31%	-9%	3%	-72*	-3%	-19%

Screening results (PubChem BioAssay)
